Source: PubChem (National Center for Advancing Translational Sciences (NCATS))
BRCT inh green: inhibitors of human BRCA1 BRCT-phosphoprotein interaction (green fluorophore); Potency, µM (top dose mostly 76.9 µM), for inactives: at the top dose activity change, negative = inhibition, actives largely listed as inhibitors; P38398; BRCA1 BRCT-phosphopeptide binding, green fluorescence polarization; 0.05% of 75,000 active;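 further: potency means the concentration at half of the fitted maximal effect; plate controls were peptide without protein for full effect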
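Fluorescence polarization: His-tagged BRCT (~35 kDa BRCA1 C-terminus, 250 nM) bound to 100 nM fluorescein-labeled phosphorylated 10-aa BACH1 peptide, pH 7.3 phosphate buffer with DTT and Tween 20. Compounds incubated 12 min at room temperature; inhibition read as lowered polarization.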
USP2a inhib: blocks human ubiquitin-specific protease USP2a | AID 927 | USP2a enzymatic assay, qHTS inhibition | 0.1% of 60,000 active | Potency, µM (doses to about 38.3 µM), for inactives: top-dose activity change, negative = inhibition, most hits filed as inhibitors | O75604;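 further: potency means the concentration at half of the fitted maximal effect; nearly all actives have a fitted effect of over 60% in size; plate controls were DMSO for no effect and NEM full inhibition control for full effect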
Target sequence (O75604 whole entry, looked up): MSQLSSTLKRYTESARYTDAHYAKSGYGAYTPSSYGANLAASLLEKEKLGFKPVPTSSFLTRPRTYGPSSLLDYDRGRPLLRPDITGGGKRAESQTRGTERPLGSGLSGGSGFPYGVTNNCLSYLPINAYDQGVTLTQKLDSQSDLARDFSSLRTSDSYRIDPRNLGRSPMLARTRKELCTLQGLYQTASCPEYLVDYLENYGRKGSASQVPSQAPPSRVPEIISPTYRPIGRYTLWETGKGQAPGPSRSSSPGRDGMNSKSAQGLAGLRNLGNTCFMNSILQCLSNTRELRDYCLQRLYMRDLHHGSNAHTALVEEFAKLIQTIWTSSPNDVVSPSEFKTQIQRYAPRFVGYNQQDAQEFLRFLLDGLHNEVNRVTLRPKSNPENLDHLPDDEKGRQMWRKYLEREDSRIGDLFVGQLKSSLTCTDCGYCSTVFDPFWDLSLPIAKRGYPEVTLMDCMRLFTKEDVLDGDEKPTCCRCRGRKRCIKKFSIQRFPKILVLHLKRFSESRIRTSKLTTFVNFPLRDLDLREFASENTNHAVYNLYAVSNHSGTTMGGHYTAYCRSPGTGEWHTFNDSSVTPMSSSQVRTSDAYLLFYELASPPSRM
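USP2 core (20 nM final) was preincubated with compound for 30 min at RT in 20 mM Tris-HCl pH 8.0, 2 mM CaCl2, 2 mM beta-mercaptoethanol; Ub-PLA2 (20 nM) plus NBD C6-HPC (20 uM) then added, fluorescence read after 2.5 h.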
HEK293 cAMP ctrl: counter-screen for TSHR agonists: cAMP increase in parental HEK293. parental HEK293 CNG cAMP sensor, membrane potential fluorescence. Potency, µM (doses to about 57.1 µM), for inactives: at the highest dose activation, hits mostly activators. 2.5% of 73,000 active. AID 938; further: potency means the concentration at half of the fitted maximal effect; % of control where 0% means no effect; nearly all actives have a fitted effect of over 55% in size
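Parental HEK 293 cells stably expressing a modified CNG channel (no TSHR) report cAMP rise as membrane depolarization. Membrane potential dye with 100 uM RO 20-1724 was loaded for 60 min at room temperature, then compound added for 30 min; fluorescence read at 590 nm.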
Tau filament bind: binds recombinant human tau filaments | P10636 | recombinant tau filaments, thioflavin S fluorescence, 15 h; filaments grown with octadecylsulfate alongside compound | Potency, µM (titrated, usually from 57.1 µM), for inactives: at the highest dose activity change, negative = inhibition | 2% of 71,000 active;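 further: potency means the concentration at half of the fitted maximal effect; on the % scale 0 is the no-effect control and ±100 the full control effect; actives lower thioflavin S fluorescence by blocking filaments or displacing dye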
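Thioflavine S fluorescence (ex 450, em 510 nm) reports filaments formed from 1 uM human tau plus 30 uM ODS over 15 h at 37 C (10 mM HEPES pH 7.4, 100 mM NaCl, 5 mM DTT); compounds displacing dye or blocking filaments lower signal.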
FLuc inh: inhibitors of firefly luciferase; P08659; purified firefly luciferase, luminescence, 8 min; Potency, µM (titrated, usually from 57.1 µM), without a hit: at the top dose activity change, negative = inhibition, actives largely listed as inhibitors; 2.2% of 72,000 active; AID 411; further: potency means the concentration at half of the fitted maximal effect; on the % scale 0 is the no-effect control and ±100 the full control effect; nearly all actives have a fitted effect of over 40% in size
Target sequence (P08659 whole entry, looked up): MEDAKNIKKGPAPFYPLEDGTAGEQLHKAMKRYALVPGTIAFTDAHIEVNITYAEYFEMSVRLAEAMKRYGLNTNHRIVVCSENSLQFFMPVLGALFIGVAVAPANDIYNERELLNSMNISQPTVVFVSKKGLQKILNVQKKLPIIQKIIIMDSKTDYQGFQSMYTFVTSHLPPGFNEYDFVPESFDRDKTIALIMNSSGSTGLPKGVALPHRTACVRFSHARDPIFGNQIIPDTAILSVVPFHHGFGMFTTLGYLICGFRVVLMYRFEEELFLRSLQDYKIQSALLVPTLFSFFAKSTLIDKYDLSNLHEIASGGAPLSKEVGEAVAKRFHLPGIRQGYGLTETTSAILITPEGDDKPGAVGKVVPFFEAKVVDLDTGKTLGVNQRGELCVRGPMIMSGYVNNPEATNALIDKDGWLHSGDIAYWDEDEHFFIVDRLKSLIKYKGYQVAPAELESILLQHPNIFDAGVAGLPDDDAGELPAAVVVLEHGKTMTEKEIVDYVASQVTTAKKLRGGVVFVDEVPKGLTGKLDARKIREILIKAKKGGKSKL
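Compounds were tested as concentration series (qHTS) against purified P. pyralis luciferase with luciferin and 10 uM ATP in 50 mM imidazole pH 7.2, 50 mM KCl, 7 mM MgCl2, 0.01% Tween 20, 0.05% BSA. Luminescence was read after 8 min at ambient temperature.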
Casp7 inh: allosteric or competitive inhibitors of human caspase-7; AID 889; Potency, µM (doses to about 57.5 µM), for inactives: at the top dose activity change, negative = inhibition, actives largely listed as inhibitors; recombinant caspase-7, Ac-DEVD-AFC fluorescence rate; 0.02% of 75,000 active; active means well fitted inhibition curve with a large enough effect in the main read-out, with a control signal flat, not every such curve was filed as active; inconclusive means small, poorly fitted or top-dose-only effect, or a change in a side signal; further: potency means the concentration at half of the fitted maximal effect; % of control where 0% means no effect
A350 fluor: compounds fluorescent in Alexa 350 spectral region; Compound autofluorescence, 340/450 nm, Alexa 350 dye-equivalents; active compounds read high; max dye-equivalent concentration, M; 11% of 59,000 active; AID 590; in the data active means max dye-equivalent concentration above about 10 nM; inconclusive means mostly about 1.1 nM to 9.6 nM
CRE-bla Fsk: alters forskolin-stimulated CRE reporter signaling in CHO cells; 2.5% of 71,000 active; CHO CRE-bla reporter (cAMP response element driving beta-lactamase), forskolin EC10, beta-lactamase ratio; Potency, µM (doses to about 38.2 µM), for the others: at the top dose activity change, negative = inhibition, usual class: activators; AID 662; active means well fitted activation curve with a large enough effect in the signal ratio, with a control signal flat, not every such curve was filed as active; inconclusive means small, poorly fitted or top-dose-only effect, or effect the other way, or a change in a side signal; the % refers to the signal ratio; further: potency means the concentration at half of the fitted maximal effect; % of control where 0% means no effect
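The 460nm/530nm emission ratio after CCF4 loading defined %Activity, from which AC50 values were obtained. CRE-bla CHO cells received compound dilution series together with an EC10 level of NKH 477 for 3 hours at 37 degrees Celsius.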
ERK AVP block: blocks ERK signaling stimulated by vasopressin. HEK293-V1b, vasopressin-stimulated pERK AlphaScreen. Potency, µM (highest dose often 57.5 µM), without a hit: at the highest dose activity, negative = inhibition, actives largely listed as inhibitors. 0.99% of 72,000 active. AID 995; further: potency means the concentration at half of the fitted maximal effect; on the % scale 0 is the no-effect control and ±100 the full control effect; nearly all actives have a fitted effect of over 55% in size
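HEK293 cells stably expressing V1b receptor, preincubated 30 min at 37 °C with compound, then stimulated 5 min with 25 nM vasopressin. Phospho-ERK by AlphaScreen SureFire after 5 h RT; normalized to DMSO and vasopressin; AC50 by Hill fit.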
Caspase-1 inhib: caspase-1 (human) inhibition, allosteric or competitive. 0.03% of 75,000 active. P29466. Caspase-1 enzyme, Ac-WEHD-AFC fluorogenic rate. Potency, µM (titrated, usually from 57.5 µM), for the others: at the top dose activity change, negative = inhibition, most hits filed as inhibitors;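 further: potency means the concentration at half of the fitted maximal effect; plate controls were vehicle for no effect and no substrate for full effect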
BRCT inh red: disrupts BRCA1 BRCT binding to phosphoprotein, red fluorophore readout. P38398. 0.03% of 75,000 active. AID 892. BRCT-phosphopeptide binding, red fluorescence polarization. Potency, µM (series often up to 76.9 µM), for inactives: at the highest dose activity change, negative = inhibition, actives largely listed as inhibitors; further: on the % scale 0 is the no-effect control and ±100 the full control effect
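Fluorescence polarization: 100 nM His-tagged BRCA1 BRCT with 100 nM TAMRA-labelled phospho-BACH1 decapeptide, phosphate buffer pH 7.3 with 150 mM NaCl, DTT, 0.01% Tween 20; 12 min RT. Binding inhibition seen as FP decrease.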
* marks the source's active call; other numbers are inactive results; i = inactive; ? = inconclusive; . = not tested or not shown; & = joins results of further samples; ! = not active in a repeat; [ ] = dose if it differs, or a comment. Unless noted, the call rests on the fitted dose curve; in most records, active means well fitted curve in the direction sought with a large enough effect; inconclusive means small, poorly fitted or top-dose-only effect, or another doubt; inactive means no such curve, though single readings can be large; an effect the other way counts as inactive or inconclusive. A portion of the library (hit frequency here may not be typical).

SMILES	BRCT inh green	USP2a inhib	HEK293 cAMP ctrl	Tau filament bind	FLuc inh	Casp7 inh	A350 fluor	CRE-bla Fsk	ERK AVP block	Caspase-1 inhib	BRCT inh red
Cc1ccc(CCN2CC(C(=O)N3CCC4(CC3)OCCO4)CC2=O)cc1 (stereo not drawn)	-0.6%	-6%	4%	-1%	-2%	1%	i	?	-10%	0%	0.3%
CNC(=O)Oc1cccc2c1OC(C)(C)O2	-2.4%	-8%	.	.	.	3%	.	.	4%	1%	0.7%
ClC(Cl)=C(c1ccc(Cl)cc1)c1ccc(Cl)cc1	-2.5%&-1.2%	-7%	?	-4%&-6%	.	-2%&-1%	.	?	39%&22%[activator]	-3%&-4%	-1.2%&-0.5%
c1ccc(Nc2ccc(Nc3ccccc3)cc2)cc1	0.3%	.	-54%[inhibitor]	13µM*	.	-6%	.	-17%	?	-2%	-0.7%
Nc1nc(N)c(N=Nc2ccc([As](=O)(O)O)cc2)c(=O)[nH]1	0.2%[15.4 µM]	.	0%[11.4 µM]	-17%[11.4 µM]	1%[11.4 µM]	-3%[11.5 µM]	i	10%[7.6 µM]	4%[11.5 µM]	-1%[11.5 µM]	-1.0%[15.4 µM]
C=Cn1c(P(=S)(N2CCOCC2)N2CCOCC2)cc2c1CCCC2	-0.9%	28%	7%	5%	2%	-4%	i	-13%	-16%	-2%	-0.6%
C[As+](C)(c1ccc(Br)c([N+](=O)[O-])c1)c1ccc(Br)c([N+](=O)[O-])c1.O=[N+]([O-])O	0.4%[15.4 µM]	.	1%[11.4 µM]	?	3%[11.4 µM]	-2%[11.5 µM]	i	-10%[7.6 µM]	14%[11.5 µM]	1%[11.5 µM]	0.3%[15.4 µM]
O=C(Nc1ccc(OC(=O)N2CCCC2)cc1)N1CCOCC1	0.3%	-8%	-1%	8%	-2%	-1%	i	2%	-15%	-1%	-0.3%
CC(C)c1cccc(C(C)C)c1O	-1.3%[3.08 µM]	4%	?	7%	2%[25.5 µM]	1%	1.2e-07M*	2%	-8%	-5%	1.1%
CCN(CC)C(=O)N[C@@H]1C=C2c3cccc4[nH]cc(c34)C[C@@H]2N(C)C1	.	.	16µM*!	3%&23%	2%&-2%	.	6e-08M*	?	.	.	.
CCN1C[C@]2(C)CC[C@H](OC)[C@@]34[C@@H]2[C@H](OC(C)=O)[C@]2(OCO[C@@]25C[C@@H](OC)[C@@H]2C[C@@]3(O)[C@H]5[C@@H]2OC)[C@H]14	-0.3%[34.4 µM]	-6%[17.1 µM]	4%[25.6 µM]	1%[25.6 µM]	-1%[25.5 µM]	-1%[25.7 µM]	i	-4%[17.1 µM]	2%[25.7 µM]	0%[25.7 µM]	-0.6%[34.4 µM]
CCOC(=O)C1C(=O)NC23CCCC2C1c1ccccc1O3 (stereo not drawn)	0.2%	-1%	11%	2%	-1%	-1%	?	6%	6%	2%	-0.6%
CCOC(=O)c1c(-c2ccccc2)oc2ccc(OC(=O)N(C)C)cc12	0.0%	-5%	22%	13%	2%	-7%	5.3e-08M*	?	-5%	-1%	0.8%
CNC[C@H](O)c1ccc(O)cc1	-0.6%[34.4 µM]	-10%[17.1 µM]	-2%[25.6 µM]	-1%[25.6 µM]	-5%[25.5 µM]	-1%[25.7 µM]	i	-2%[17.1 µM]	0%[25.7 µM]	-2%[25.7 µM]	0.2%[34.4 µM]
COC(=O)c1ccccc1OP1(=O)COc2ccccc2OC1	-2.3%	2%	8%	2%	1%	-2%	i	2%	-10%	-2%	2.0%
CN=C=S	1.1%	.	30%	-18%	.	-1%	.	-7%	-10%	-2%	0.0%
CCCCN1C(=O)NC(=O)C2(Cc3c(nc4ccccn4c3=O)N3CCc4ccccc4C32)C1=O (stereo not drawn)	-3.3%	0%	22%	21%	-1%	-3%	i	-4%	-13%	-5%	-1.1%
Nc1nnnn1CCO	-1.5%[15.4 µM]	.	-2%[11.4 µM]	4%[11.4 µM]	1%[11.4 µM]	0%[11.5 µM]	i	5%[7.6 µM]	-16%[11.5 µM]	0%[11.5 µM]	-0.6%[15.4 µM]
CC(=O)[C@@H]1CC[C@H]2[C@H]3CC[C@H]4C[C@@H](O)CC[C@]4(C)[C@@H]3CC[C@]12C	-1.5%	9%	8%	9%	2%	0%	i	15%	-9%	3%	1.2%
O=C(Nc1ccccc1)N1CC2(CCN(C(=O)Oc3ccccc3)CC2)C1	-2.5%	18%	?	5%	2%[11.4 µM]	3%	i	-13%	7%	-1%	-0.6%
CC1O[C@@H](O[C@@H]2C(O)C[C@H](O[C@@H]3C(O)C[C@@H](OC4CC[C@@]5(C)C6CC[C@]7(C)C(C8=CC(=O)OC8)CC[C@@]7(O)C6CC[C@@H]5C4)OC3C)OC2C)CC(O)[C@H]1O (stereo partly drawn)	7.0%[3.08 µM]	56%[activator]	.	.	.	0%	.	.	21%	1%	-0.3%
Cn1cnc2cc(NC(=O)c3ccc(Cl)cc3)ccc21	-1.0%	.	5%	20%	13µM*	0%	.	7%	4%	-2%	0.9%
COc1ccc(Nc2ncc(C(=O)N3CCC4(CC3)OCCO4)c3ccccc23)cc1	-1.5%	16%	-5%	-4%	-2%	-3%	i	?	17%	-1%	0.0%
CC(=O)NC1CC2CCC(C1)N2 (stereo not drawn)	-2.1%	-2%	5%	8%	-1%	-1%	i	-9%	2%	2%	-0.7%
Cc1cc(OC(=O)c2ccco2)c2c3c(c(=O)oc2c1)CCC3	0.6%	-1%[7.66 µM]	16%[11.4 µM]	6%[11.4 µM]	-5%	-1%	.	?	?	-2%	0.0%
NC12CN3CN(CN(C3)C1)C2 (tested in a mixture with another compound)	-1.0%	4%	0%	7%	-5%	0%	i	-4%	20%	1%	1.2%
CSC([N-]/N=C/c1cccc(C)n1)=[S]=[Cu].CS[C@H]([S-])[N-]/N=C/c1cccc(C)n1	-3.0%[15.4 µM]	.	-2%[11.4 µM]	?	-3%[11.4 µM]	-2%[11.5 µM]	i	?	?	-2%[11.5 µM]	0.2%[15.4 µM]
COC(=O)CC1(Cc2ccccc2)C(=O)NC(=O)NC1=O	-1.5%	-4%	-5%	13%	3%	1%	i	21%	-4%	-1%	-0.7%
Nc1ccc(-c2ccc(N)cc2)cc1	-1.3%	.	43%	?	.	-1%	.	12%	25%	-5%	1.1%
CC1=C2C(=O)[C@@H]3[C@@H](CC=C4C[C@@H](O)CC[C@@]43C)[C@H]2CC[C@@]12O[C@H]1C[C@H](C)CN[C@H]1[C@@H]2C	0.8%[15.4 µM]	.	4%[11.4 µM]	6%[11.4 µM]	4%[11.4 µM]	-3%[11.5 µM]	i	-3%[7.6 µM]	-12%[11.5 µM]	3%[11.5 µM]	-0.1%[15.4 µM]
CCC(=NCc1ccco1)c1c(O)n(-c2ccc(OC)cc2)c(=O)[nH]c1=O	0.1%	-3%	4%	0%	-1%	0%	i	?	-14%	0%	-0.9%
COC(=O)N(c1ccc(OC)cc1)P1(=S)OCCC(C)O1 (stereo not drawn)	-1.3%	-1%	?	-4%	1%	0%	i	?	-1%	0%	1.1%
NC(N)=Nc1ccc2[nH]c3c(c2c1)C[C@]1(O)[C@@H]2Cc4ccc(O)c5c4[C@]1(CCN2CC1CC1)[C@H]3O5	0.7%	-2%	0.016µM*	58%	7%	-11%	i	-1%	?	3%	-1.4%
O=C(NCc1ccc2c(c1)OCO2)c1cc(-n2cnnc2)ccc1Cl	-3.2%	21%	6%	40%	2%	-6%	i	?	?	-4%	-1.5%
CCCN[C@@H]1CCc2c(OC)cccc2[C@@H]1C	-0.3%	.	28%	?	0%	0%	.	?	6%	-4%	-0.8%
Cn1c(=O)c2nncnc2n(C)c1=O	-2.6%	3%	3%	34%	-1%	-4%	i	-14%	6%	1%	-1.3%
CC(=O)N1CCN(c2ccc(N=Cc3c(O)n(-c4ccc(Cl)cc4)c(=O)[nH]c3=O)cc2)CC1	0.1%	42%[activator]	-18%	?	0%	-21%	i	?	?	-12%	-0.1%
C[N+]1(C)CCO[C@](O)(c2ccc(-c3ccc([C@]4(O)C[N+](C)(C)CCO4)cc3)cc2)C1	-3.4%[34.4 µM]	-3%[17.1 µM]	15%[25.6 µM]	12%[25.6 µM]	0%[25.5 µM]	0%[25.7 µM]	i	-3%[17.1 µM]	-14%[25.7 µM]	-2%[25.7 µM]	0.3%[34.4 µM]
O=C(O)[C@@H](Br)[C@H](Br)C(=O)O	-1.8%[15.4 µM]	.	-3%[11.4 µM]	12%[11.4 µM]	4%[11.4 µM]	5%[11.5 µM]	i	1%[7.6 µM]	-6%[11.5 µM]	-5%[11.5 µM]	1.3%[15.4 µM]
